# Screening results: PubChem BioAssay, National Center for Advancing Translational Sciences (NCATS)
# TDP43 rescue: TDP-43 toxicity inhibition in yeast; TDP-43 expressing yeast growth rescue, BacTiter-Glo, 24 h; Potency, µM (top dose mostly 46.1 µM), for the others: at the top dose growth rescue (activation), most hits filed as activators; actives 1.8% (n = 410,000); AID 652104; further: potency means the concentration at half of the fitted maximal effect; % of control where 0% means no effect; nearly all actives have a fitted effect of over 50% in size
#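 Galactose-induced TDP-43 yeast, OD600=0.02, compound pinned; 24 hr, 30 deg C; BacTiter-Glo luminescence for growth. Inhibitors of TDP-43 toxicity read as activators.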
# aSyn rescue: inhibitors of alpha-synuclein toxicity in yeast | Yeast expressing alpha-synuclein, growth rescue, BacTiter-Glo, 24 h | actives 0.14% (n = 370,000) | Potency, µM (doses to about 46.1 µM), inactives show at the top dose growth rescue (activation), usual class: activators; further: potency means the concentration at half of the fitted maximal effect; % of control where 0% means no effect; nearly all actives have a fitted effect of over 65% in size
#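 Screening used galactose-induced yeast with toxic alpha-synuclein levels, exposed to compound for 24 hr at 30 deg C. Cell growth, read with BacTiter-Glo luminescence, gave the measured signal.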
# FUS suppressor: suppressors of FUS proteinopathy in yeast; actives 0.24% (n = 390,000); Potency, µM (series often up to 76.6 µM), for inactives: at the highest dose growth rescue (activation), hits mostly activators; AID 1347120; S. cerevisiae FUS-expressing, growth rescue, OD600, 24 h;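 further: potency means the concentration at half of the fitted maximal effect; plate controls were DMSO vehicle for no effect and reference control for full effect; nearly all actives have a fitted effect of over 55% in size; some results filed as inactive show a strong effect at the top dose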
#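 Compound concentration series was pinned onto galactose-induced FUS-expressing yeast seeded at OD 0.005. Plates sat 24hr at 30C; absorbance at 600 nm gave growth. DMSO served as background control.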
# Abeta rescue: restores growth of yeast expressing A-beta42 peptide; yeast expressing A-beta42, growth rescue, OD600, 48 h; response scale: 0% DMSO, 100% iron-clioquinol control; Potency, µM (doses to about 46.1 µM), without a hit: at the top dose growth rescue, most hits filed as activators; actives 0.063% (n = 410,000); further: potency means the concentration at half of the fitted maximal effect; nearly all actives have a fitted effect of over 55% in size
#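 Yeast growth medium received pinned compounds, then yeast cells expressing toxic A-beta were added; plates incubated at 30 C for 48 hr. Growth read as absorbance at 600 nm, normalized to DMSO and equimolar FeCl3 plus clioquinol controls.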
# GLP1R inv ag: acts as inverse agonist at human GLP-1 receptor; P43220; actives 1.6% (n = 410,000); Potency, µM (doses to about 38.3 µM), for the others: at the top dose activity change, negative = inhibition, usual class: inhibitors; HEK293 GLP-1R CRE-luciferase, luminescence, 24 h; GLP-1R form is constitutively active; further: potency means the concentration at half of the fitted maximal effect; on the % scale 0 is the no-effect control and ±100 the full control effect; nearly all actives have a fitted effect of over 55% in size
# Target sequence (P43220 whole entry, looked up): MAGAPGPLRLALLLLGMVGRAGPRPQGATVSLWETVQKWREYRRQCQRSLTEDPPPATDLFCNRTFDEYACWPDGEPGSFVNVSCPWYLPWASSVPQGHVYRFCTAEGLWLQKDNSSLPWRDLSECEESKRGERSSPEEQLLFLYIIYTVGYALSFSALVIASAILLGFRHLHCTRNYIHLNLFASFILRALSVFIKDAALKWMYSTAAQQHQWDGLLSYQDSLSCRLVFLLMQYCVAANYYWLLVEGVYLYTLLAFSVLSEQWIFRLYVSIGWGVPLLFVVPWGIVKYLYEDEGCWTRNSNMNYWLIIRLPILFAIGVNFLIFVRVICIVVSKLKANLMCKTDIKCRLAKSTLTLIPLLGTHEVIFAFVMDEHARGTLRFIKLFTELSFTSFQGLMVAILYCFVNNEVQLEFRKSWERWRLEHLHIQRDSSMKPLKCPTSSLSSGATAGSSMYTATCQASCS
#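 GLP-1R inverse agonism mode: basal reporter luminescence in engineered HEK293 cells measured after one day of compound exposure at 37 deg C, with a 12 min room-temperature detection step.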
# pAkt inh: inhibitors of Akt phosphorylation | actives 0.32% (n = 360,000) | Neuro2A IGF-stimulated pAkt S473 HTRF, 20 min; stronger effect = lower value | activity change, % for hits at 50 µM; in the data active means activity change below about -80%; inconclusive means mostly about -51% to -80%; further: on the % scale 0 is the no-effect control and ±100 the full control effect
#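 Single-point screen (50 µM final compound) in Neuro2A cells stimulated 20 min with 6 nM IGF at 37 deg C. After lysis, Ser473-phosphorylated Akt read by HTRF (ex 330 nm, em 615/665 nm) as the 665/615 ratio.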
# MmCpn inh: M. maripaludis TRiC chaperonin inhibition; purified Mm-Cpn ATPase, ADP Transcreener TR-FRET; Potency, µM (doses to about 76.9 µM), for inactives: top-dose activity, negative = inhibition, most hits filed as inhibitors; actives 0.031% (n = 330,000); further: potency means the concentration at half of the fitted maximal effect; on the % scale 0 is the no-effect control and ±100 the full control effect; nearly all actives have a fitted effect of over 80% in size
#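 Inhibition of chaperonin ATP hydrolysis is measured as reduced ADP production, detected by competitive TR-FRET in which signal falls with ADP. Final enzyme 25 nM and ATP 10 uM, reacted 30 min at 37°C.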
# PTHR1 ag: PTHR1 (human) receptor agonism; AID 743266; Q03431; Potency, µM (titrated, usually from 115 µM), for the others: at the top dose activation, usual class: activators; HEK293 GP2 PTHR1 cells, GloSensor cAMP luminescence, 1 h; actives 0.075% (n = 410,000); further: potency means the concentration at half of the fitted maximal effect; nearly all actives have a fitted effect of over 55% in size; some results filed as inactive show a strong effect at the top dose; inactives centre near -15; many of its hits are not listed in these tables
# Target sequence (Q03431 whole entry, looked up): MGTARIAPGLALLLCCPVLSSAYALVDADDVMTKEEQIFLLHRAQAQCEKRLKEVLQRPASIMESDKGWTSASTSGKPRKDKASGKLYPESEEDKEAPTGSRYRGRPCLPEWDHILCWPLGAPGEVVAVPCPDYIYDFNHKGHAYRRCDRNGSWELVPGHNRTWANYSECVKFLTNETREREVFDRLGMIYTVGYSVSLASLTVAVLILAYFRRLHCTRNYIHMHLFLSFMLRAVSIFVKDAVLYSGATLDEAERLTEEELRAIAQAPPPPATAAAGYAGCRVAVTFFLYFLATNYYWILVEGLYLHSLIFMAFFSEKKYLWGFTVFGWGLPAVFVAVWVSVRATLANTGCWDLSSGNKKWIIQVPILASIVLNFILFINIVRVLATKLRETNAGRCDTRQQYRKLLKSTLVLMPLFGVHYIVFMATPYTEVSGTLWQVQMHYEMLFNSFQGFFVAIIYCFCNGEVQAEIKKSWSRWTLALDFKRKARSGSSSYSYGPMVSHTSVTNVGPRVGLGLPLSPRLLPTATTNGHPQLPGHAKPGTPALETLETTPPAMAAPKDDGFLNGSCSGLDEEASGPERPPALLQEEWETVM
#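 HEK-293-derived GP2 cells expressing PTHR1 and a GloSensor cAMP reporter, 3,000/well, plated overnight, given luciferin plus IBMX (each 0.5 mM as added) for 1 h at 37 °C, then compound for 1 h at 37 °C. Luminescence was read after 15 min at room temperature.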
# GLP1R cytotox: cytotoxic in the GLP-1 receptor inverse agonist counter-screen; AID 624418; HEK293 cAMP-luciferase reporter cells, luminescence, 24 h; Potency, µM (top dose mostly 38.3 µM), for inactives: at the top dose activity change, negative = inhibition, hits mostly inhibitors; actives 0.13% (n = 410,000);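 further: loss of luciferase light is scored as toxicity; potency means the concentration at half of the fitted maximal effect; on the % scale 0 is the no-effect control and ±100 the full control effect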
#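 Cells in DMEM/10% Nu serum/1% pen-strep, 1536-well format. Pre-incubated 12 h, dosed with 23 nL compound, incubated a further 24 h. Luciferase detection, 12 min at room temp, luminescence.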
# Starred values were filed as active, the others as inactive; i = inactive; ? = inconclusive; / = not tested or not shown; & = joins results of further samples; [ ] = remark or other dose. Unless noted, the call rests on the fitted dose curve; in most records, active means well fitted curve in the direction sought with a large enough effect; inconclusive means small, poorly fitted or top-dose-only effect, or another doubt; inactive means no such curve, though single readings can be large; an effect the other way counts as inactive or inconclusive. This is a subset; rates above refer to the full screens.
1) CC(/C=N\NC(=O)c1ccc2c(c1)OCO2)c1ccccc1 (configuration not stated)
2) O=C(CSc1nnc(CNc2ccc(F)cc2)n1Cc1ccco1)N1CCOCC1
3) Cc1ccccc1NC(=O)C(=O)NCC1CCCN1S(=O)(=O)c1cccs1 (configuration not stated)
4) O=C(O)c1cc(O)ccc1NC(=O)c1cccc2ccccc12
5) CCOC(=O)N1CCN(C(=O)c2cccc(S(=O)(=O)Nc3ccc(F)cc3)c2)CC1
6) O=C(c1ccc(S(=O)(=O)N2CCc3ccccc3C2)cc1)N1CCCCC1
7) Cc1ccccc1CC1(CO)CCCN(Cc2c(C)nn(C)c2Cl)C1 (configuration not stated)
8) COCCN1C(=O)c2ccccc2C(C(=O)NCCN(C)C)C1c1ccc(F)cc1 (configuration not stated)
9) Cc1ccc(NC(=O)N2CCCC2)cc1Cl
10) CC(=O)Oc1cccc(N2C(=O)c3ccc(C(=O)Nc4c[nH]c(=O)[nH]c4=O)cc3C2=O)c1

Compound | 1 | 2 | 3 | 4 | 5 | 6 | 7 | 8 | 9 | 10
TDP43 rescue | 17% | -2% | 1% | -23% | 0% | 12% | -16% | -8% | -47%[inhibitor] | -5%
aSyn rescue | 2% | -5% | 5% | -16% | 0% | 20% | 4% | 0% | -33%[inhibitor] | 3%
FUS suppressor | 2% | ? | 21% | 14% | 6% | 14% | 5% | 10% | -5% | 3%
Abeta rescue | 8% | -8% | -4% | 2% | 29% | -17% | 2% | -12% | -41%[inhibitor] | -13%
GLP1R inv ag | 11% | -4% | -11% | 99%[activator] | 11% | -18% | ? | ? | 7% | 3%
pAkt inh | i | i | i | i | i | i | i | i | i | i
MmCpn inh | -9% | 1% | 1% | 1% | / | 2% | 1% | -2% | -9% | -6%
PTHR1 ag | i | -1%[57.5 µM] | -5% | -7% | i | -30%[inhibitor] | -2% | i | i | -8%
GLP1R cytotox | 1% | -9% | 0% | 1% | -1% | 3% | 13% | 13% | 3% | -14%

11) c1ccc(CCN2CN=C(Nc3nc4ccccc4o3)NC2)cc1
12) c1coc(CNc2ncnc3c2oc2ccccc23)c1
13) Cc1ccc2c(c1)cc(CN(Cc1ccco1)S(=O)(=O)c1ccccc1)c1nnnn12
14) O=C(NCc1cccs1)c1cccc2c(-c3cccnc3)coc12
15) COc1cccc(CN(C)C(=O)c2ccc(COc3ccc(Cl)cc3)cc2)c1OC
16) CC1(C(=O)Nc2ccc3c(c2)OCCO3)CCC(=O)N1C1CCN(Cc2ccccc2)CC1 (configuration not stated)
17) COC(=O)CCCC1=CC2=CC(=O)C(C)(OC(=O)C3CCCC3)C(=O)C2=CO1 (configuration not stated)
18) CCCSc1ccc([C@@H]2[C@H]3C(=O)N(CC)C(=O)[C@H]3[C@]3(C(=O)OC)CCCN23)cc1
19) CC(C)CNC(=O)N[C@@H](CC(C)C)C(=O)O
20) COc1ccc(C(=O)CSc2nnc(-c3cc(C)cc(C)c3)o2)cc1

Compound | 11 | 12 | 13 | 14 | 15 | 16 | 17 | 18 | 19 | 20
TDP43 rescue | -13% | 22% | 5% | 18µM* | 7% | 6% | -4% | 19% | 3% | -9%
aSyn rescue | 0% | -2% | -14% | 3% | -3% | -8% | -13% | 0% | 1% | 12%
FUS suppressor | 9% | 1% | 0% | 9% | 17% | -24% | 28% | ? | -11% | -10%
Abeta rescue | 7% | 2% | 0% | -1% | -1% | -18% | -22% | -5% | 14% | 10%
GLP1R inv ag | ? | 32% | -7% | 36%[activator] | ? | 11% | 14% | -4% | 31%[activator] | 29%
pAkt inh | / | i | i | i | i | i | i | i | i | i
MmCpn inh | 2% | ? | 0% | / | -2% | / | 0% | -2% | 0% | -5%
PTHR1 ag | i | -18%[57.5 µM] | -10% | -27% | -19% | -22% | -5% | i | -18% | -25%
GLP1R cytotox | -21% | 5% | -8% | -2% | -4% | 3% | 1% | 0% | -9% | 10%

# Four compounds from above, limited to pAkt inh.
cpd | Compound | pAkt inh
15 | COc1cccc(CN(C)C(=O)c2ccc(COc3ccc(Cl)cc3)cc2)c1OC | i
18 | CCCSc1ccc([C@@H]2[C@H]3C(=O)N(CC)C(=O)[C@H]3[C@]3(C(=O)OC)CCCN23)cc1 | i
20 | COc1ccc(C(=O)CSc2nnc(-c3cc(C)cc(C)c3)o2)cc1 | i
13 | Cc1ccc2c(c1)cc(CN(Cc1ccco1)S(=O)(=O)c1ccccc1)c1nnnn12 | i

# Single records, from the list above. Values in the order: TDP43 rescue | aSyn rescue | FUS suppressor | Abeta rescue | GLP1R inv ag | pAkt inh | MmCpn inh | PTHR1 ag | GLP1R cytotox
# Cc1ccc2c(c1)cc(CN(Cc1ccco1)S(=O)(=O)c1ccccc1)c1nnnn12 in the list: 5% | -14% | 0% | 0% | -7% | i | 0% | -10% | -8%
# O=C(c1ccc(S(=O)(=O)N2CCc3ccccc3C2)cc1)N1CCCCC1 in the list: 12% | 20% | 14% | -17% | -18% | i | 2% | -30%[inhibitor] | 3%

# (continued)
21) O=C(CCN1CCC(c2cccs2)=N1)c1cccs1
22) CCCCn1c(N)c(C(=S)NC(=O)CC(C)(C)C)c(=O)n(C)c1=O
23) CC(Oc1cccc(Cl)c1)C(=O)Nc1nc(-c2ccccn2)cs1 (configuration not stated)
24) Cc1c(C(=O)NCc2ccc3c(c2)OCCO3)sc(=O)n1Cc1cccc(C(F)(F)F)c1
25) Cc1ccc(NC(=O)CSc2nnc(-c3cccnc3)s2)cc1
26) Cc1ccc(OC(C)C(=O)Nc2ccncc2)cc1C (configuration not stated)
27) COCCNC(=O)CCn1c(=O)c2cc(OC)c(OC)cc2n(CC(=O)Nc2ccccc2OC)c1=O
28) O=C(CN1CCN(Cc2ccccc2)CC1)N/N=C/c1cccs1
29) Cc1cccc(OCC(=O)NCCCNC(=O)c2ccc(C)nc2)c1
30) Cc1cccc(C(=O)Nc2sc(C)c(-c3ccccc3)c2C#N)c1

Compound | 21 | 22 | 23 | 24 | 25 | 26 | 27 | 28 | 29 | 30
TDP43 rescue | 16% | 4% | -39%[inhibitor] | 7% | -6% | 3% | -7% | 11% | 9% | -3%
aSyn rescue | 2% | -26% | 4.5µM* | 7% | -1% | -7% | / | -2% | -7% | 5%
FUS suppressor | -6% | 27% | 37% | ? | / | -15% | -20% | 6% | -10% | 10%
Abeta rescue | -17% | 27% | ? | -7% | 5% | -6% | -16% | 4% | 2% | 4%
GLP1R inv ag | 9% | ? | 5µM* | ? | 11% | -7% | 18% | 3% | -10% | ?
pAkt inh | i | i | i | i | i | i | / | i | i | i
MmCpn inh | 0% | 1% | 0% | / | -18% | 1% | / | 2% | 1% | -18%
PTHR1 ag | i | i | -17% | i | i | -51%[inhibitor] | -19% | i | i | -43%[inhibitor]
GLP1R cytotox | 40%[activator] | ? | ? | -11% | 4% | -1% | 2% | 3% | -1% | -15%

31) NNC(=O)CCS(=O)(=O)c1ccc2ccccc2c1
32) C[C@H]1CN=C(Nc2ccccc2)N1CCc1ccccc1
33) CCN(CC)c1nc2n(c(=O)n1)CCN2CC
34) CN(CCc1ccccn1)C(=O)CC1C(=O)NCCN1Cc1ccccc1C(F)(F)F (configuration not stated)
35) O=[N+]([O-])c1cccc(/C=N\N2CCN(Cc3ccccc3Cl)CC2)c1
36) CCCCOc1ccc(C(=O)NCc2ccncc2)cc1
37) C=CCNC(=O)c1cc2sccc2n1C
38) O=[N+]([O-])c1ccc(COc2ccccc2/C=N/O)cc1
39) c1ccc(CN2CCC(N3CCC(N4CCCCCC4)CC3)CC2)cc1
40) O=C(CNC(=O)C1CCCCC1)OCC(=O)c1cccc(Cl)c1
41) O=C(O)c1ccc(/C=C2/SC(=S)N(Cc3ccccc3)C2=O)cc1
42) COc1ccc(Cc2nc(-c3ccccn3)no2)cc1OC

Compound | 31 | 32 | 33 | 34 | 35 | 36 | 37 | 38 | 39 | 40 | 41 | 42
TDP43 rescue | 6% | 17% | -8% | -2% | -6% | -21% | 3% | -1% | -17% | 7% | -10% | 29%
aSyn rescue | -4% | -10% | -15% | 7% | 2% | -8% | -10% | -3% | 2% | 9%&7% | 9% | 0%
FUS suppressor | 11% | -18% | -21% | 7% | 25% | -1% | -10% | / | -14% | -25% | -9% | -2%
Abeta rescue | -5% | 0% | 11% | 10% | -9% | 19% | 2% | -22% | 2% | 8% | 6% | 5%
GLP1R inv ag | 18% | 17% | 30% | -2%[0.307 µM] | ? | -2% | 14% | 8% | ? | 6% | -18% | 91%[activator]
pAkt inh | i | i | i | i | i | i | i | i | i | i | i | i
MmCpn inh | -3% | 0% | 0% | 2% | 2% | 1% | 0% | 3% | 0% | 2% | -1% | -1%
PTHR1 ag | i | -22% | -5%[57.5 µM] | i | -67%[inhibitor][57.5 µM] | i | i | -7% | i | i | -12% | -29%
GLP1R cytotox | 1% | -24% | -6% | 2%[0.307 µM] | 1% | -13% | -1% | -5% | ? | 2% | -4% | -3%

# 3 entries from above, with two lines to a compound:
# Fields: TDP43 rescue, aSyn rescue, FUS suppressor, Abeta rescue, GLP1R inv ag, pAkt inh, MmCpn inh, PTHR1 ag, GLP1R cytotox
40) O=C(CNC(=O)C1CCCCC1)OCC(=O)c1cccc(Cl)c1
  7%, 9%&7%, -25%, 8%, 6%, i, 2%, i, 2%
36) CCCCOc1ccc(C(=O)NCc2ccncc2)cc1
  -21%, -8%, -1%, 19%, -2%, i, 1%, i, -13%
33) CCN(CC)c1nc2n(c(=O)n1)CCN2CC
  -8%, -15%, -21%, 11%, 30%, i, 0%, -5%[57.5 µM], -6%
